# Compound activity (PubChem)
# SKBR3 24h inh = SK-BR-3 proliferation inhibitors | SK-BR-3 viability, CellTiter-Glo ATP luminescence, 24 h; active compounds read low | viability, % at 10 µM | actives 0.47% (n = 41,000) | AID 847;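 active = viability at or below the median of all test compounds minus 3 SD, in both replicates if run twice, cut at about 45% in these data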;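 also: 100% = median untreated cell wells and 0% = median positive control drug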
# Starred values were filed as active, the others as inactive. Not all compounds are listed. The share of hits here may be higher or lower than overall.
SMILES,SKBR3 24h inh
c1ccc(C2CC(c3cccs3)n3nnnc3N2)cc1 (stereo not drawn),78.3
c1ccc(-c2nn3c(C4CCCCC4)nnc3s2)cc1,96.5
O=c1c(F)cn(C2CCCO2)c(=O)n1Cc1ccccc1Cl (stereo not drawn),75.6
CS(=O)(=O)N1CCN(C(=O)Cc2cccs2)CC1,103.4
COC(=O)c1cc(COc2ccc3oc(C)c(C(=O)OC)c3c2)c(C)o1,70.6
CCc1ccc(-c2nnn(CCC(=O)OC)n2)cc1,92.9
COc1ccc2[nH]c(=O)c(CN(Cc3cccs3)Cc3nnnn3C(C)(C)C)cc2c1,82.9
CCc1nc(N2CCCC(C)C2)c2oc3ccccc3c2n1 (stereo not drawn),88.5
COc1cccc(Oc2nc3ncn(Cc4ccccc4)c3c(=O)n2C)c1,81.2
Cc1ccc(Nc2nc(OC(C(F)(F)F)C(F)(F)F)nc(N3CCOCC3)n2)cc1,100.2
O=C(NCc1ccco1)c1ccc(Br)s1,81.1
Nn1c(SCC(=O)Nc2ccc(F)cc2)nnc1C1CCCCC1,83.1
O=C(NCc1cccc(Cl)c1)c1ccc2c(c1)OCO2,87.9
c1nc(NCC2(N3CCOCC3)CCCCC2)c2ccsc2n1,88.6
COc1ccc(NC(=O)c2cc(OC)c(OC)cc2OC)c(S(=O)(=O)N2CCOCC2)c1,99.8
Cc1ccc2nc(C(F)OC(F)(F)F)[nH]c2c1 (stereo not drawn),104.8
CCOc1ccccc1NC(=O)CN(c1nccs1)S(=O)(=O)c1ccc(N)cc1,103.5
CC(NCc1ccco1)C(=O)N1CCc2ccccc2C1 (stereo not drawn),104.8
CCn1c(SCC(=O)NCc2ccco2)nc2c(c1=O)SC(C)C2 (stereo not drawn),96.3
COc1c(F)c(F)c(C(=O)Nc2ccc3oc(-c4ccncc4)nc3c2)c(F)c1F,98.3
O=C(c1ccco1)N1CCN(C(c2ccccc2Cl)c2nnnn2Cc2cccs2)CC1 (stereo not drawn),80.6
O=C(Nc1nnc(COc2ccc(F)cc2)s1)c1cccs1,91.2
Cc1ccc(C2C(C(=O)c3cccs3)=C(O)C(=O)N2CCN2CCOCC2)o1 (stereo not drawn),123.9
Cc1ccc(-c2nnn(CCC(=O)N3CCCCC3C)n2)cc1 (stereo not drawn),78.9

# In another format: entries from further up.
molecule | SKBR3 24h inh
O=C(Nc1nnc(COc2ccc(F)cc2)s1)c1cccs1 | 91.2
Cc1ccc(C2C(C(=O)c3cccs3)=C(O)C(=O)N2CCN2CCOCC2)o1 (stereo not drawn) | 123.9

# Some of these compounds in order of SMILES length, rising.
SMILES,SKBR3 24h inh
O=C(NCc1ccco1)c1ccc(Br)s1,81.1
CCc1ccc(-c2nnn(CCC(=O)OC)n2)cc1,92.9
CC(NCc1ccco1)C(=O)N1CCc2ccccc2C1 (stereo not drawn),104.8
c1ccc(-c2nn3c(C4CCCCC4)nnc3s2)cc1,96.5
CCc1nc(N2CCCC(C)C2)c2oc3ccccc3c2n1 (stereo not drawn),88.5
c1nc(NCC2(N3CCOCC3)CCCCC2)c2ccsc2n1,88.6
Cc1ccc(-c2nnn(CCC(=O)N3CCCCC3C)n2)cc1 (stereo not drawn),78.9
CCn1c(SCC(=O)NCc2ccco2)nc2c(c1=O)SC(C)C2 (stereo not drawn),96.3
COc1cccc(Oc2nc3ncn(Cc4ccccc4)c3c(=O)n2C)c1,81.2
COC(=O)c1cc(COc2ccc3oc(C)c(C(=O)OC)c3c2)c(C)o1,70.6
CCOc1ccccc1NC(=O)CN(c1nccs1)S(=O)(=O)c1ccc(N)cc1,103.5
Cc1ccc(C2C(C(=O)c3cccs3)=C(O)C(=O)N2CCN2CCOCC2)o1 (stereo not drawn),123.9
O=C(c1ccco1)N1CCN(C(c2ccccc2Cl)c2nnnn2Cc2cccs2)CC1 (stereo not drawn),80.6
COc1c(F)c(F)c(C(=O)Nc2ccc3oc(-c4ccncc4)nc3c2)c(F)c1F,98.3
COc1ccc2[nH]c(=O)c(CN(Cc3cccs3)Cc3nnnn3C(C)(C)C)cc2c1,82.9
COc1ccc(NC(=O)c2cc(OC)c(OC)cc2OC)c(S(=O)(=O)N2CCOCC2)c1,99.8

# Going on with the list:
SMILES,SKBR3 24h inh
CCc1nc(SCc2cc(Cl)ccc2OC)n[nH]1,80.5
CCN(CC)S(=O)(=O)c1ccc(-c2nnc(SCC(=O)N3CCOCC3)o2)cc1,86.2
Nc1ccc2c(c1)COc1ccccc1O2,83.1
Cc1cccc2cc(CN(Cc3ccco3)C(=O)c3ccncc3)c(=O)[nH]c12,97.8
Cc1cc(OCn2ccc(C(=O)O)n2)ccc1Cl,108.8
Cc1ncc([N+](=O)[O-])n1CC(O)CCl (stereo not drawn),87.2
COC(=O)c1ccccc1NC(=O)CN1C(=O)c2ccccc2S1(=O)=O,87.2
Cc1ccc(S(=O)(=O)N2CCOCC2)cc1C(=O)Nc1nc(-c2cccnc2)cs1,86.9
CC(C)N=C(NC#N)SCc1ccc(F)cc1,89.8
CCCOC1CCCN(C(=O)c2cc(Cl)c(Cl)cc2C(=O)O)C1 (stereo not drawn),95.4
CC(C)Oc1ccc(NC(=O)c2ccncc2)cc1,71.7
CCCCNC(=O)c1ccc(NS(=O)(=O)c2ccccc2)cc1,82.4
CN(C)c1ccc(-c2nc3ccccc3n2C)cc1,89.2
Cc1noc(C)c1C(=O)Nc1sc2c(c1C(N)=O)CCCCC2,86.0
O=C(c1cccs1)N1CCOCC1,81.5
COc1ccc(NC(=O)Nc2cccc(OC)c2)cc1,84.7
CSc1nnnn1-c1ccc(C(=O)OCC(=O)N2CCOCC2)cc1,80.9
CCOc1ccc(C(=O)COC(C)=O)cc1,96.4
CCC(=O)Nc1cc2c(cc1C(C)=O)OCCO2,100.0
O=C(c1ccco1)N1CCN=C1SCc1cccnc1,113.7
O=c1c2c(nc3nc(CCc4ccccc4)[nH]n13)CCC2,86.9
C=CCn1c(N)c(S(=O)(=O)c2cccs2)c2nc3ccccc3nc21,82.6
CCc1noc2c1/C(=N\O)CC(c1ccccc1)C2 (stereo not drawn),92.5
O=S(=O)(c1ccc(F)cc1)N1CCC(N2CCN(c3ccccc3)CC2)CC1,91.2
COc1cccc(-n2nnnc2SCC(=O)NCCc2ccccc2)c1,70.8
CCNc1nc(NCC)nc(-n2nc(C)cc2C)n1,101.5
CSc1nc2nc(-c3ccccc3)cc(C(F)(F)F)n2n1,100.2
CCOc1cccc(-c2nnc3sc(-c4ccco4)nn23)c1,117.6
Cc1ccc(-c2nc(N)n(C(=O)c3cccnc3)n2)cc1,86.7
COc1ccc2c(c1)CCc1c(C(=O)Nc3c(C)n(C)n(-c4ccccc4)c3=O)noc1-2,82.7
C=CCn1c(SCC(=O)Nc2ccc(C(=O)OCC)cc2)nnc1-c1sc(N)nc1C,90.5
COCc1cc(=O)n2c(-c3ccccc3OC)n[nH]c2n1,86.0
O=C(NCc1cccnc1)Nc1cccc(NC(=O)NCc2cccnc2)c1,58.9
COC(=O)CSc1nc2sc3c(c2c(=O)n1C1CCCCC1)CCN(C)C3,114.2
N#Cc1nc(-c2ccccc2F)oc1NCCc1ccccn1,87.7
CCOc1ccc2nc(C)cc(C(=O)O)c2c1,91.2
O=C1CCC(=O)N1c1nc2nc(-c3ccccc3)cc(-c3ccccc3)n2n1,93.0
O=C(CN(C(=O)Cn1nnc(-c2cccs2)n1)c1cnc2ccccc2c1)NCC1CCCO1 (stereo not drawn),93.2
Cn1c(N2CCOCC2)nc2c1c(=O)n(Cc1ccc(Cl)c(Cl)c1)c(=O)n2C,69.8
COCCNc1oc(-c2ccc(C)cc2)nc1C#N,114.8
CC(=O)c1cccc(N(CC(=O)O)S(C)(=O)=O)c1,95.1
CCCCCCn1cnc2c(c1=O)c1nc3ccccc3nc1n2/N=C/c1ccco1,68.5
COc1ccc(OC)c(N=c2oc3cc(O)ccc3cc2C(N)=O)c1,126.3
CC(CCc1ccccc1)C(=O)NO (stereo not drawn),94.5
Cc1cccc(-c2nsc(SCC(=O)Nc3nccs3)n2)c1,77.8
Cc1cccc(OCc2nnc(SCC(=O)c3cccs3)n2C)c1C,87.5
O=C1CC(N2CCC(c3nc4ccccc4o3)CC2)C(=O)N1c1ccc(Cl)cc1 (stereo not drawn),88.0
O=C(C1CCCCC1)N(CCN1CCCC1)c1nc2ccccc2s1,105.2
O=C(c1cnn2c(C(F)(F)F)cc(-c3ccco3)nc12)N1CCCCCC1,81.9
Cc1nc2ccc(C(C(F)(F)F)(C(F)(F)F)C(F)(F)F)cc2[nH]1,84.9
CC(C)(C)c1cc(C(=O)O)nn1-c1ccccc1,96.7
Cc1n[nH]c(C)c1S(=O)(=O)N1CCCC(C(=O)Nc2ccc3c(c2)OCCO3)C1 (stereo not drawn),89.2
Cc1ccc2ncccc2c1NS(=O)(=O)c1ccccc1,88.2
Cc1ccccc1C(=O)Nc1ccc2c(c1)OCO2,87.7
CCn1cnc2scc(-c3ccccc3)c2c1=O,93.7
CCC(C)(C)NC(=O)C(c1cccn1C)N(Cc1ccc(C)cc1)C(=O)Cn1nnc2ccccc21 (stereo not drawn),86.3
N#Cc1c(NC(=O)CSc2ncc(-c3ccccc3)n2CC2CCCO2)sc2c1CCCC2 (stereo not drawn),108.5
Cc1c(C(O)CN2CCC(C(N)=O)CC2)c2ccccc2n1C (stereo not drawn),104.9
CCOC(=O)CC(=O)CSc1nc2c(c(C)c1C#N)CCC2,72.9
CC(C)OC(=O)CCNc1n[nH]c(=O)[nH]c1=O,97.8
# (next part)
SMILES,SKBR3 24h inh
COC(=O)c1cccc(NC(=O)c2cccc(OC)c2)c1,96.9
COc1ccc(OC)c(S(=O)(=O)N(C)CC(=O)Nc2ccc3c(c2)OCCO3)c1,100.5
N#Cc1c(N)sc(=S)c2c1CCCCC2,116.4
O=C1CC(c2ccccc2)CC(O)=C1C=NCCN1CCN(C(=O)Nc2ccccc2)CC1 (stereo not drawn),84.7
CN(C)C(=O)Cn1cnc2c(cnn2-c2ccccc2Cl)c1=O,87.2
Cc1noc(C)c1C(=O)N1CCN(CCc2ccccc2)CC1,89.8
O=C(CSc1nc2c(cnn2-c2ccc(F)cc2)c(=O)[nH]1)N1CCOCC1,75.2
Cn1nc(CC(=O)Nc2ccc(N3CCN(C(=O)OC(C)(C)C)CC3)cc2)c2ccccc2c1=O,81.6
O=C(NC1CCCCC1)c1nc2c(nnn2Cc2ccccc2Cl)c(=O)[nH]1,96.2
Cn1c(=O)n(C)c2cc(C(=O)O)ccc21,99.2
Cn1c2c(c(=O)n(C)c1=O)C(c1ccc(Br)cc1)Nc1ccccc1O2 (stereo not drawn),82.8
COc1ccccc1-c1coc2c(CN3CCN(CCO)CC3)c(O)ccc2c1=O,95.4
Cc1coc(C)c1C(=O)CC1(O)C(=O)Nc2cc(Cl)cc(Cl)c21 (stereo not drawn),108.8
COc1cc(NC(=O)c2cc(OC)c(OC)c(OC)c2)c(OC)cc1NC(=O)CN1CCCCC1,70.5
O=C(CSc1nnc2scc(-c3ccccc3)n12)Nc1nsc(-c2ccc(Cl)cc2)n1,80.3
COc1cccc(N(C(=O)CNC(=O)c2ccco2)C(C(=O)NC2CCCCC2)c2ccncc2)c1 (stereo not drawn),123.2
CCOC(=O)CC(=O)CSc1nc(N)c(C#N)c(-c2ccc(Cl)cc2)c1C#N,88.7
COc1ccc(CC(=O)c2ccccc2C(=O)O)cc1,86.8
Cn1cc(Cl)c(C(=O)N2CCN(c3ncccn3)CC2)n1,100.3
Cc1ccccc1NC(=O)c1cc(N)ccc1N1CCCCC1,86.6
CC(=O)Nc1ccc(-n2c(C)nc(=O)c(-c3ccccc3)c2C)cc1,92.3
CCCCC(CC)C(=O)NCc1ccccc1OC (stereo not drawn),76.3
COc1c(Cl)ccc(Cl)c1C(=O)OCC(=O)O,81.8
O=C1N=C(N2CCOCC2)SC1=C1CCCCC1,87.5
CCOC(=O)c1oc2ccc(Br)cc2c1NC(=O)CN1CCN(C)CC1,81.8
CC1=C(C(N)=O)C(c2cccnc2)n2nc(-c3cccc(Cl)c3)nc2N1 (stereo not drawn),76.2
CC(C)CC(OC(=O)c1cccs1)C(=O)NCC1CCCO1 (stereo not drawn),115.1
C/C(=C\c1cc(C(=O)O)c(C)o1)CO,110.3
CCOc1ccc(CNc2ccc3c(c2)nc(C)n3C)cc1,72.8
CCSc1nc2ccccc2n1CC(=O)N1CCOCC1,96.5
O=C(c1noc2c1CCc1ccccc1-2)N1CCCc2ccccc21,85.2
CCSc1ccccc1C(=O)n1nnc2ccccc21,89.9
Cc1cccc(-c2nnc(SCc3cc(=O)[nH]c4ccccc34)n2C)c1,92.4
Cc1c(C(=O)OC2CCCCC2)sc2nc[nH]c(=O)c12,91.5
Cn1c(=O)c2c(nc(N3CCCCCC3)n2CC(O)COc2ccc(Cl)cc2)n(C)c1=O (stereo not drawn),81.8
CC(=O)OCc1cc2cccc(C)c2[nH]c1=O,106.6
COC(=O)c1sc(NC(=O)CSc2nnnn2-c2ccc(C)cc2C)nc1C,124.2
CCSC1(SCC)N=C(N)C2(C#N)C(c3ccccc3)NC(C)=C(C)C12C#N (stereo not drawn),96.4
O=C(O)CCC(=O)N1CCC(C(=O)c2cccc(Cl)c2)CC1,114.2
O=C1Nc2ccccc2C12Nc1ccccc1-c1nc3ccccc3n12 (stereo not drawn),80.7
Cn1c(/C(C#N)=C(\O)c2ccc(S(=O)(=O)N3CCCCC3)cc2)nc2ccccc21,64.8
CN1CCc2c(sc3c2c(=O)n(-c2ccccc2)c2nnc(SCc4ccccc4F)n32)C1,93.1
CCOc1ccc(OCc2cccc(C(=O)N3CCOCC3)c2)cc1,71.4
CCC1CCCCN1S(=O)(=O)c1ccc(C(=O)Nc2nnc(-c3cccs3)o2)cc1 (stereo not drawn),71.4
COC(=O)C1=C(C)N(c2ccc(S(N)(=O)=O)cc2)C(=O)C1,92.6
COc1ccc(-c2cc(C(=O)Nc3cc(C)n(Cc4ccc(Cl)cc4)n3)no2)cc1OC,79.5
COc1ccc(C(=O)N2CCC(C(=O)Nc3ccccc3OC)CC2)cc1,111.7
CCOC(=O)c1[nH]c(C)c(C(=O)NCC2CCCO2)c1C (stereo not drawn),103.3
Cc1c(N=c2c(=O)c3ccccc3c2=O)c(=O)n(-c2ccccc2)n1C,86.4
O=C1c2cccc3cccc(c23)C(=O)N1c1nncs1,85.4
CCC(CC)n1[nH]c(=O)c2c(C)cc(C)nc21,86.0
CC(=O)Nc1nonc1NC(=O)CSc1nc2ccccc2o1,89.3
CCOC(=O)c1oc2cc(OCC(N)=O)ccc2c(=O)c1-c1ccc(OC)c(OC)c1,108.4
Cc1sc2nc(SCC(=O)OC(C)C)n(C)c(=O)c2c1C,112.7
